Screening results (PubChem)
Apaf-1 inh = blocks human Apaf-1 apoptosome activity | AID 489030 | reconstituted apoptosome caspase-3 activity, DEVD-Rh110 fluorescence | inhibition, % at 20 µM | 330,000 tested, 0.71% active; active = inhibition of at least 40% at 20 µM;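 also: plate controls were DMSO wells for no effect and DEVD-CHO caspase inhibitor wells for full effect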
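Material: reconstituted apoptosome with Apaf-1, cytochrome c, caspase-9, procaspase-3, dATP. Technique: Rh110 fluorescence intensity. Buffer or medium: pH 7.5 Hepes buffer with CHAPS, BSA, DTT. Times: 30 min plus 50 min, RT.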
SENP7 block = blocks the human protease SENP7; recombinant SENP7, Z-RLRGG-aminoluciferin luminescence, 40 min; inhibition, % at 5 µM; Q9BQF6; AID 434973; 330,000 tested, 1.5% active;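 active = inhibition above about 50% at the single test dose, limit read from the data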;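 also: plate controls were DMSO with enzyme for no effect and no enzyme buffer wells for full effect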
Target sequence (Q9BQF6 706-1050 limits assumed): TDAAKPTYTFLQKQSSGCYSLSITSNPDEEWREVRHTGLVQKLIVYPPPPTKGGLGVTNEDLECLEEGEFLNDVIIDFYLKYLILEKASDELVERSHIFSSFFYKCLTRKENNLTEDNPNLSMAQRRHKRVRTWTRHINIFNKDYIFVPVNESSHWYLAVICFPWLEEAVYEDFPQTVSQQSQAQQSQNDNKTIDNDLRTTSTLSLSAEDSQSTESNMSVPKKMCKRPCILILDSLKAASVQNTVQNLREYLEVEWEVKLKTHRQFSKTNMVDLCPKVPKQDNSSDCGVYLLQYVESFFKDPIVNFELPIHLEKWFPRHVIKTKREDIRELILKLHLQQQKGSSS
HKDC1 inh = blocks human hexokinase HKDC1 activity | inhibition, % at 20 µM | Q2TB90 | 340,000 tested, 0.16% active | recombinant HKDC1, G6PDH/diaphorase resazurin coupled fluorescence;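 active = inhibition above about 35% when tested at 20 µM, limit read from the data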;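 also: plate controls were DMSO wells with enzyme for no effect and DMSO wells lacking enzyme for full effect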
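Test system: Recombinant HKDC1 (HK5) hexokinase enzyme, produced in-house | Input: HKDC1 at 5 µg/mL | Buffer or medium: Tris pH 8.0 buffer with MgCl2, Tween-20, BSA, BME | Schedule: 90 min reaction incubation at room temperature, dark | Technique: Resazurin-to-resorufin fluorescence via G6PDH and diaphorase coupling, 525/613 nm | Controls: DMSO wells with and without enzyme mix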
SENP1 inh = blocks the human SENP1 SUMO protease catalytic domain; Q9P0U3; recombinant SENP1 catalytic domain, CyPet-SUMO1-YPet FRET cleavage; inhibition, % at 10 µM; 360,000 tested, 0.21% active; AID 624204;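 active = inhibition at least 30% at 10 µM, raw YFP signal under a set limit, fluorescence ratio 0.5 to 1.5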;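 also: 0% = enzyme with DMSO and 100% = no enzyme wells; some results filed as inactive read as strong as hits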
Target sequence (Q9P0U3 419-644 limits assumed): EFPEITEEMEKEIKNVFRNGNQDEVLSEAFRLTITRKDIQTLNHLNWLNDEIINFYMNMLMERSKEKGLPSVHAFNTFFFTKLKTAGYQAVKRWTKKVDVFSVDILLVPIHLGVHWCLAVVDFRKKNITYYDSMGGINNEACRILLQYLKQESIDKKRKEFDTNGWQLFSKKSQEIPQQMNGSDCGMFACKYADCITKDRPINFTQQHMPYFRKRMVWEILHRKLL
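Compound: 10 µM single point, 0.5% DMSO; Test system: hSENP1 catalytic domain, recombinant; Timing: 50 min reaction at room temperature; Technique: FRET, CFP and YFP emission; Control set: no-enzyme wells low, DMSO-plus-enzyme wells high control.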
SENP8 block-1 = SENP8 (human) protease inhibition; recombinant SENP8, Nedd8 substrate fluorescence; AID 602440; inhibition, % at 20 µM; 360,000 tested, 0.64% active; Q96LD8; in the data active = inhibition mostly above about 40%, no sharp cut-off; inactive = mostly below about 27%
Target sequence (Q96LD8 whole entry, looked up): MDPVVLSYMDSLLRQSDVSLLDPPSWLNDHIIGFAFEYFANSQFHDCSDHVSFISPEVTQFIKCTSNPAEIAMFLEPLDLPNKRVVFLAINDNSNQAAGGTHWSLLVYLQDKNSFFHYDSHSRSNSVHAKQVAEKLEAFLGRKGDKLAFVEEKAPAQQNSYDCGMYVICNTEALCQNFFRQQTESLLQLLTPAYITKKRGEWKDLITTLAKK
SENP8 block-2 = blocks the human protease SENP8; purified SENP8, Z-RLRGG-aminoluciferin cleavage, luminescence; inhibition, % at 10 µM; 330,000 tested, 1.2% active; AID 2540; in the data active = inhibition above about 50%
PfG6PD inh = PfG6PD (Plasmodium falciparum) enzyme inhibition; PfGluPho enzyme, NADPH resazurin-diaphorase fluorescence; inhibition, % at 20 µM; 350,000 tested, 0.78% active;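 active = inhibition reaching at least a set limit at 20 µM in the primary screen, cut at about 59% in these data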;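 also: 0% = DMSO wells with substrate and 100% = DMSO wells lacking glucose-6-phosphate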
SENP6 inh = blocks the human protease SENP6; Q9GZR1; Recombinant SENP6 catalytic domain, aminoluciferin luminescence; inhibition, % at 10 µM; 330,000 tested, 1.8% active;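 active = inhibition above about 50% at the single tested dose, limit read from the data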;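 also: plate controls were DMSO wells with enzyme for no effect and DMSO wells lacking enzyme for full effect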
Active calls of the source: *; i = inactive; . = not tested or not shown.

SMILES	Apaf-1 inh	SENP7 block	HKDC1 inh	SENP1 inh	SENP8 block-1	SENP8 block-2	PfG6PD inh	SENP6 inh
CN1CCC(N(C)C(=O)COc2ccc(S(=O)(=O)N3CCOCC3)cc2)CC1	-5	0	-3	1	12	0	4	-16
Nc1nonc1-c1nc2ccccc2[nH]1	-4	-1	-8	-9	11	-4	4	4
Cc1ccc(S(=O)(=O)N2CCC(C(=O)C3C(=O)CC(C)(C)CC3=O)CC2)cc1	1	1	-10	-2	12	-7	-3	-1
COc1ccc(OC)c(NC(=S)NN2CCN(C)CC2)c1	4	5	-3	1	33	4	4	-4
CC1CCN(C(=O)c2cc(S(=O)(=O)N3CCCCC3)c[nH]2)CC1	4	14	-5	2	12	-14	8	-23
O=C(NCCN1CCCC1)c1ccc(Br)cc1	0	9	-7	-1	6	-12	1	-18
O=C(CN1CCCC1)NCC(=O)Nc1ccc(F)cc1	-3	-3	-8	2	5	1	-2	8
C=CCn1c(SCC(=O)NC2CCCCC2)nnc1-c1sc(N)nc1C	7	-9	2	2	23	-6	-4	-9
Cc1ccc(CN2C(=O)CCC2C(=O)NCCCN2CCOCC2)cc1 (stereo not drawn)	-1	-4	-1	-2	23	-8	-13	-3
O=S(=O)(c1ccc(F)c(F)c1)N1CCN(c2ncccn2)CC1	-1	-11	-8	3	-15	-10	-14	-3
O=S(=O)(Nc1ncccn1)c1ccc(NS(=O)(=O)c2cccc(Cl)c2Cl)cc1	3	8	0	0	7	3	4	9
NC(=O)CC1NC(=O)c2cc([N+](=O)[O-])cc(I)c2OCCC(C(N)=O)NC(=O)[C@@H]2CCCN2C1=O (stereo partly drawn)	12	-11	1	.	.	-9	-11	-10
CC(C)NC(=O)COc1ccc(S(=O)(=O)N(C)Cc2ccccc2)cc1	9	-4	-2	1	29	-5	-19	-13
CCOC(=O)CSC1=C(C#N)C(c2ccc(F)cc2)C(C(C)=O)=C(C)N1 (stereo not drawn)	-1	-2	-1	-2	15	0	1	-1
CCOC(=O)N1CCN(C(=O)c2cc3n(n2)C(C(F)(F)F)CC(c2ccc4c(c2)OCO4)N3)CC1 (stereo not drawn)	4	-2	-3	4	2	-2	3	-15
CCCCn1c(N)c(N(CC)C(=O)/C=C/c2ccco2)c(=O)[nH]c1=O	-20	-1	-4	-11	-11	8	-5	3
COc1cc2c(cc1OC)/C(=C/C(=O)c1ccccc1F)NCC2	15	-7	-1	-125	-34	-6	-15	3
COc1ccc(C)cc1N(CC(=O)O)S(=O)(=O)c1ccc(C)cc1	11	0	2	1	27	2	-7	-12
CCOc1ccc2[nH]cc(C(=O)NCCc3ccccc3)c(=O)c2c1	6	11	6	0	5	0	3	25
O=C(CCc1nnc(-c2ccccc2)o1)NCc1c(F)cccc1F	7	-7	-1	-2	-2	-13	6	-23
CCOc1cc(C)c(S(=O)(=O)Nc2ccc(F)cc2)cc1C	-3	5	8	2	8	1	25	-3
CCn1ccnc1CN(C)Cc1c(C(=O)N2C[C@@H](C)O[C@@H](C)C2)nc2ccc(Cl)cn12	3	8	3	1	4	2	-6	13
O=C(O)c1ccc(S(=O)(=O)N2CCC(NC(=O)C3CCCCC3)CC2)cc1	0	8	-4	-1	2	6	-9	-9
COCCOC(=O)C1=C(C)N(Cc2ccccc2)C(=O)NC1c1ccc(OC)cc1 (stereo not drawn)	7	-7	-5	0	13	-7	-5	4
CCOCCCNC(=O)C1CCN(C(=O)N(C)C)CC1	-14	7	-7	2	7	-2	-18	13
O=C(NC1=NCCS1)c1ccc(Cl)c(S(=O)(=O)N2CCc3ccccc32)c1	19	-9	4	3	19	-10	11	11
COCCNC(=O)CN(Cc1ccccc1)S(=O)(=O)c1ccc2nc(C)sc2c1	-4	-1	-11	1	7	2	2	5
O=C(NCCCN1CCOCC1)c1ccc2c(=O)n(CCc3ccccc3)c(=O)[nH]c2c1	21	1	5	0	-158	-1	-3	5
COc1cccc(CC(=O)OC(C)C(=O)Nc2ccc(Cl)cn2)c1 (stereo not drawn)	11	15	-1	5	6	-8	-3	1
CCOC(=O)Cc1csc(SCc2cc(=O)oc3cc(O)ccc23)n1	4	2	-9	-122	-154	1	-19	7
CC(=O)Nc1ccc(S(=O)(=O)Nc2nnc(C(C)C)s2)cc1	-8	-1	-7	2	12	-2	1	-2
CCn1c(C(=O)O)c(CC(=O)NC2CCCCCC2)c2ccccc21	5	-8	-11	1	12	1	-2	-4
O=C(NC1CCCC1)C(c1cccnc1)N(Cc1ccccc1)C(=O)c1csnn1 (stereo not drawn)	-1	6	1	0	11	4	-8	-16
COC(=O)c1c(C)cc(O)c(C=O)c1O	-13	1	4	1	7	10	12	4
Cc1ccc(OCC(=O)N2CCC3(CC2)CC(=O)c2ccccc2O3)cc1	14	2	0	0	-22	-5	-17	-12
O=C(Cn1cc2c(n1)CCCC2)NCC1CCCO1 (stereo not drawn)	-5	0	3	2	22	3	-1	-4

Compound profiles, from the list above. Order of values: Apaf-1 inh	SENP7 block	HKDC1 inh	SENP1 inh	SENP8 block-1	SENP8 block-2	PfG6PD inh	SENP6 inh
Entry for `CC(=O)Nc1ccc(S(=O)(=O)Nc2nnc(C(C)C)s2)cc1` : -8	-1	-7	2	12	-2	1	-2
Entry for `O=C(NC1CCCC1)C(c1cccnc1)N(Cc1ccccc1)C(=O)c1csnn1` (stereo not drawn) : -1	6	1	0	11	4	-8	-16
Entry for `Cc1ccc(OCC(=O)N2CCC3(CC2)CC(=O)c2ccccc2O3)cc1` : 14	2	0	0	-22	-5	-17	-12

(continued)
SMILES	Apaf-1 inh	SENP7 block	HKDC1 inh	SENP1 inh	SENP8 block-1	SENP8 block-2	PfG6PD inh	SENP6 inh
O=C(NCCCO)c1ccc2nc(-c3ccco3)c(-c3ccco3)nc2c1	.	.	11	-41	-186	.	75*	.
CN(CC(=O)Nc1cccc(F)c1)C(=O)c1ccc(COc2ccccc2)cc1	20	2	-2	2	5	-2	6	11
Cc1ccc(NC(=O)c2ccccc2OCc2ccc([N+](=O)[O-])cc2)nc1	2	-3	-1	1	6	-10	-2	-7
CN(Cc1cnccn1)C(=O)CC1C(=O)NCCN1Cc1cccc(Oc2ccccc2)c1 (stereo not drawn)	-19	4	-3	-14	-28	0	4	-2
O=C(N/N=C/c1cccnc1)c1ccccc1NS(=O)(=O)c1cccs1	2	14	6	2	-6	9	6	24
Cc1c(C(=O)N2CCN(c3ccccc3)CC2)sc2ncnc(N3CCC(C)CC3)c12	18	0	.	.	.	1	.	-4
COc1cc(NC(=S)Nc2ccc3c(c2)OCCO3)cc(OC)c1OC	-18	-7	-4	2	10	-1	22	1
CCN(CC)C(=O)Nc1ccc(Br)cc1	0	1	-5	-2	12	-2	0	-5
CCc1c(C)[nH]c(=S)c(C#N)c1C	-4	-2	1	-3	25	8	61*	-7
CCCOc1cccc(C2C(C(=O)c3ccco3)=C(O)C(=O)N2CCN(CC)CC)c1 (stereo not drawn)	10	0	2	-2	9	2	11	-10
COC1CCN(C(=O)C2CCC(=O)N(CCc3cccc(F)c3)C2)CC1 (stereo not drawn)	-12	-3	-4	1	7	4	2	-9
COC(=O)Cn1c(CN2CCN(C(=O)c3ccco3)CC2)nc2c1c(=O)n(C)c(=O)n2C	-1	-15	1	3	20	-9	-8	-12
Nn1c(SCC(=O)NNC(=O)c2ccccc2)nnc1-c1ccccc1F	0	-3	-2	0	4	-1	13	-1
CC(Oc1ccc(Br)cc1)C(=O)NCc1ccccn1 (stereo not drawn)	-3	1	1	1	9	-2	-6	-11
CC1(C)[C@@H](O)CC[C@]2(C)C3C(O)C=C4[C@H]5C[C@@](C)(CO)CC[C@]5(C)CC[C@]4(C)[C@]3(C)CC[C@@H]12 (stereo partly drawn)	12	4	1	0	22	-7	-7	-11
CCOc1ccc(NC(=O)c2ccc3c(c2)OCCO3)cc1S(=O)(=O)N(CC)CC	5	7	4	-1	2	-3	15	12
Cc1ccc(S(=O)(=O)CC(=O)N2CCN(c3ccc([N+](=O)[O-])cc3)CC2)cc1	4	7	-4	-7	1	0	1	-17
S=c1[nH]nc(C2CC2c2ccc(Cl)cc2)n1-c1ccc(Cl)cc1 (stereo not drawn)	12	0	16	2	13	-4	11	2
Clc1cccc(CSc2nnc(-c3ccccn3)n2Cc2ccco2)c1	42*	3	9	-6	-2	8	32	-10
N#Cc1nc(-c2ccccc2F)oc1N1CCCC1	-9	1	-9	-1	-277	0	-3	-5
Cc1ccccc1CN(c1ccc(C(=O)N2CCCC2)cc1)S(C)(=O)=O	-4	4	1	2	22	-1	-7	-14
COc1ccc(-c2sc3cc4c(cc3c2C#CC2(O)CCCCC2)OCO4)cc1	2	-1	4	0	i	2	26	-8
CCOC(=O)N1CCC(NC(=O)CC(NS(=O)(=O)c2ccc(Cl)cc2)c2ccco2)CC1 (stereo not drawn)	-1	-3	-3	-1	21	8	11	-9
Cn1c(C(=O)NCCCN2CCOCC2)cc2c(=O)n(C)c3ccccc3c21	2	-4	6	1	-122	2	24	-7
CN(C)c1cccc(/C=C(\C#N)c2ccccc2)c1	13	37	-1	-111	17	57*	16	55*
CSC1=NC2C(N1)N(C)C(=O)N2C (stereo not drawn)	-6	11	-6	-1	14	4	1	-4
Fc1ccccc1-c1cc2cc3c(cc2cn1)OCO3	17	77*	4	1	-2	71*	20	76*
CCCCN(CC)C(=O)Cc1c(C(=O)O)[nH]c2ccc(Cl)cc12	9	3	0	0	4	2	-35	3
CCOc1cc(CN2CCc3c([nH]c4ccccc34)C2)ccc1OC	-4	2	-3	-1	4	-3	7	0
COc1ccc(C(=O)NCc2oc(-c3ccccc3)cc2C(=O)O)cc1	8	-10	-6	-5	11	-6	-24	4
O=S(OCCN1CCOCC1)C(c1ccccc1)c1ccccc1 (stereo not drawn)	.	.	0	0	-1	.	-10	.
Cc1cc(NC(=O)COC(=O)c2cc3c(s2)CCC(C)C3)no1 (stereo not drawn)	4	-2	-1	0	-21	9	3	-4
C=C(C)C(=O)Nc1cccc(C2=NOC3(C2)C[C@@H](C(N)=O)N(C(=O)/C=C/CC)C3)c1 (stereo partly drawn)	-205	-5	1	7	2	4	8	-9
Cc1cccc(C(=O)Nc2c(C#N)c(C)c(C)n2Cc2ccccc2)c1	2	0	-5	3	9	-3	3	-10
O=C(c1ccco1)c1cn[nH]c1-c1ccc(Cl)cc1O	15	-7	-9	0	15	-11	-1	-22
Cc1cccc(NC(=O)CN(C)S(=O)(=O)c2ccc(Cl)cc2)n1	8	-10	5	2	10	-13	2	-23
O=C(N/N=C\C=C\c1ccc2c(c1)OCO2)C1COc2ccccc2O1 (stereo not drawn)	-6	-5	-2	-6	-158	9	3	-23
COc1ccc([C@H]2CC(=O)C=C(c3cc(Br)ccc3OC)C2)cc1	17	4	-1	2	7	-1	7	-9
COc1ccc(OC)c(NC(=O)Cn2c(CCC(=O)O)ccc2-c2ccccc2)c1	-3	3	-4	1	-37	2	-36	9
CCOc1ccc2c(c1)C(c1ccc(C)o1)=NNC(c1ccncc1)=N2	22	2	1	17	-46	7	2	-8

Four consecutive compounds from above, for reference:
SMILES	Apaf-1 inh	SENP7 block	HKDC1 inh	SENP1 inh	SENP8 block-1	SENP8 block-2	PfG6PD inh	SENP6 inh
O=C(N/N=C\C=C\c1ccc2c(c1)OCO2)C1COc2ccccc2O1 (stereo not drawn)	-6	-5	-2	-6	-158	9	3	-23
COc1ccc([C@H]2CC(=O)C=C(c3cc(Br)ccc3OC)C2)cc1	17	4	-1	2	7	-1	7	-9
COc1ccc(OC)c(NC(=O)Cn2c(CCC(=O)O)ccc2-c2ccccc2)c1	-3	3	-4	1	-37	2	-36	9
CCOc1ccc2c(c1)C(c1ccc(C)o1)=NNC(c1ccncc1)=N2	22	2	1	17	-46	7	2	-8
